PREPL inhibitor: inhibits the human prolyl oligopeptidase-like enzyme; Q4J6C6; recombinant PREPL, fluorescence polarization activity-based probe; inhibition, % at 5.96 µM; 0.68% of 320,000 active; in the data active = inhibition above about 43%;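 note: 0% = enzyme with DMSO and 100% = wells lacking enzyme; many of its hits are not listed in these tables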
TPT1 inh: C. albicans TPT1 enzyme inhibition. recombinant caTPT1, FP RNA substrate dephosphorylation. inhibition, % at 5 µM. 0.81% of 300,000 active. AID 1962;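 active = inhibition above the mean of all tested compounds plus 3 SD, set per screening campaign, cut at about 24% in these data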;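 note: plate controls were DMSO alone for no effect and ferristatin control at 100 nM for full effect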
PP1 counter: PP1-alpha (human) inhibition in PP5 counter-screen; P62136; inhibition, % at 6.7 µM; AID 2235; 0.9% of 320,000 active; purified PP1alpha, OMFP fluorescence;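 active = inhibition above the mean inhibition of all tested compounds plus 3 SD, computed separately for each screening campaign, cut at about 15% in these data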
Target sequence (P62136 whole entry, looked up): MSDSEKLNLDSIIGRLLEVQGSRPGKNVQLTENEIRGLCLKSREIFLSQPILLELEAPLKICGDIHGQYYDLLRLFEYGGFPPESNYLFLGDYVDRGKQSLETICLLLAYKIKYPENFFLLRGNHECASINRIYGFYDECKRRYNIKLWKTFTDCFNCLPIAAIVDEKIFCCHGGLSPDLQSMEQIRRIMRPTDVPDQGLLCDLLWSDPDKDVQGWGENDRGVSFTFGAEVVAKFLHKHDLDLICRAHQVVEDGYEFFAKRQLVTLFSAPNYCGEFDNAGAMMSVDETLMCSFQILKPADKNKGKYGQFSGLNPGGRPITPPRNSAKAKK
EBNA-1 inh: blocks EBNA-1 binding to DNA; 0.34% of 300,000 active; EBNA-1 DNA binding, fluorescence polarization; inhibition, % at 14.8 µM; in the data active = inhibition above about 28%
Fh CTSL1 inh: counter-screen for PFM18AAP inhibitors: inhibitors of F. hepatica cathepsin L1; recombinant F. hepatica cathepsin L1, Z-Leu-Arg-MCA fluorescence; inhibition, % at 5.96 µM; 0.49% of 300,000 active; AID 1906;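 active = inhibition above the mean of all tested compounds plus 3 SD, set per screening campaign, cut at about 17% in these data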;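 note: 0% = plate median of test compound wells and 100% = 1 µM Z-Phe-Ala-diazomethylketone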
HCV core dimer: blocks dimerization of HCV core protein; inhibition, % at 5 µM; TR-FRET GST/Flag-core106 dimerization, 1536-well; 0.33% of 300,000 active;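 active = inhibition above the mean of all tested compounds plus 3 SD, set per screening campaign, cut at about 45% in these data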
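System: GST/Flag-tagged HCV core106 proteins. Incubation: compound-protein-antibody incubation 4 h at 22.5 °C. Technique: HTRF with 340 nm excitation, 617/671 nm emission. Medium: KF-containing HEPES buffer, pH 7.45, DTT, CHAPS, BSA. Read-out: inhibition (%) from 671 over 617 nm ratio. Also added: Eu(K)-anti-GST 90 ng/mL plus XL665-anti-Flag 1 µg/mL.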
PP5 primary: PP5 (human) phosphatase inhibition; 0.18% of 320,000 active; inhibition, % at 6.7 µM; AID 1987; purified PP5c, OMFP substrate fluorescence;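 active = inhibition above the campaign's mean inhibition across all tested compounds plus 3 SD, cut at about 9.5% in these data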;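 note: 0% = DMSO only and 100% = 100 µM cantharidin control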
ZTA counter: counter-screen for EBNA-1 inhibitors: inhibitors of Epstein-Barr virus ZTA. ZTA-DNA binding, fluorescence polarization. inhibition, % at 11 µM. 0.15% of 320,000 active. AID 2234; in the data active = inhibition above about 33%
Target sequence (P03206 whole entry, looked up): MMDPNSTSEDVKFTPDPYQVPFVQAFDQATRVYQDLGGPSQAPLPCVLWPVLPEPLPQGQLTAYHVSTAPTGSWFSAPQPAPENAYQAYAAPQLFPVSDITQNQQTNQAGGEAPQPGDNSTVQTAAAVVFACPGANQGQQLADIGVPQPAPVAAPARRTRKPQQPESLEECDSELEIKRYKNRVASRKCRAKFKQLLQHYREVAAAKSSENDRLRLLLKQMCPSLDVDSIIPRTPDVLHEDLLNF
Efflux pump mplx: blocks antifungal efflux pumps in multiplex yeast assay. inhibition, % at 10 µM. 0.44% of 330,000 active. AID 485275. S. cerevisiae Candida pump triplex, Nile Red efflux;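 active = plate passing quality check with inhibition over a set limit, or well fluorescence over plate mean plus 4 SD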;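 note: Nile Red retained in pooled yeast measured as flow cytometry median fluorescence; 0% = buffer negative control and 100% = Enniatin B positive control; higher means more Nile Red kept so more efflux inhibition; some compounds called inactive have numbers as strong as hits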
Starred values were filed as active, the others as inactive; . = no result given. These rows are one share of the data (hit frequency here may not be typical).

SMILES | PREPL inhibitor | TPT1 inh | PP1 counter | EBNA-1 inh | Fh CTSL1 inh | HCV core dimer | PP5 primary | ZTA counter | Efflux pump mplx
Cc1ccccc1C(=O)N1CCC(C(=O)Nc2ccccc2N2CCCC2)CC1 | 3.0 | 2.4 | -4.8 | -9.6 | 1.3 | -0.8 | -1.3 | 1.4 | 0.2
COc1cccc(NC(=O)CSc2nc3ccccc3c(=O)n2C)c1 | -4.3 | -0.7 | 1.9 | 4.2 | -2.8 | -6.0 | 1.6 | -10.4 | 0.0
COc1cc(Br)cc(/C=N/N(CCO)C2=NS(=O)(=O)c3ccccc32)c1OC | -4.2 | -2.3 | 4.0 | -6.1 | -3.3 | -2.7 | 2.5 | -22.9 | 0.0
O=C(N/N=C/c1cccs1)C1COc2ccccc2O1 (centres undefined) | 9.5 | -0.8 | -3.5 | -3.5 | 1.6 | -0.5 | 2.6 | -11.2 | 0.0
COc1ccc2c(CC(=O)Nc3nccs3)coc2c1 | 2.9 | 3.2 | 2.5 | -5.9 | 5.1 | 4.6 | -1.3 | 3.6 | 0.0
CN(C)/N=C/c1ccc(N2CCOCC2)cc1 | 4.0 | 2.2 | -2.2 | 5.8 | 10.9 | -1.6 | -0.3 | -1.7 | -0.1
CC(=O)N1CCc2cc(S(=O)(=O)NCCC(=O)NCCc3ccccc3)ccc21 | -4.8 | -0.7 | -5.6 | 3.5 | 0.3 | -1.2 | 0.3 | 5.3 | -0.1
Cc1cccc(C(=O)c2cnc3ccccc3c2-c2ccccc2)c1 | -16.1 | 0.6 | 5.6 | -9.4 | 0.5 | 7.9 | 1.2 | -2.2 | -0.4
O=C(N/C(=C/c1cccs1)C(=O)N1CCOCC1)c1ccccc1 | 7.0 | -0.3 | -2.2 | -7.7 | -2.9 | -3.0 | 1.5 | -8.2 | 0.2
[N-]=[N+]=CC(=O)C(O)(c1ccccc1)C(Cl)c1ccccc1 (centres undefined) | 13.1 | 0.2 | -1.2 | -5.9 | -5.6 | 1.8 | 1.6 | 1.5 | 0.3
COc1ccc(CCn2c(C)ccc2C)cc1OC | 7.4 | 14.2 | 2.8 | -11.2 | -0.9 | 47.4* | -0.3 | 17.1 | -0.1
COc1ccc(N2CCN(C(CNC(=O)C(=O)NCc3cccs3)c3ccco3)CC2)cc1 (centres undefined) | 0.3 | -0.4 | -3.6 | -7.5 | -6.1 | 4.5 | 3.1 | -8.9 | 0.0
COc1cc(OC)cc(C(=O)NCCCCNC(=O)c2cc(OC)cc(OC)c2)c1 | -5.4 | -2.4 | -5.7 | 4.8 | -2.9 | 4.6 | 0.4 | -7.1 | 0.1
C=CCCCCCCCC(=O)OC | -2.2 | -1.4 | -6.2 | 0.8 | -4.5 | -2.1 | 1.7 | 9.2 | 0.0
COc1ccc(CC(=O)Nc2nc(C(C)(C)C)cs2)cc1 | 1.6 | -2.9 | -0.6 | 12.2 | 2.8 | 11.3 | 2.6 | 13.7 | 0.1

Marked active in HCV core dimer, of those listed so far:
Molecule	PREPL inhibitor	TPT1 inh	EBNA-1 inh	HCV core dimer	PP5 primary	Efflux pump mplx
COc1ccc(CCn2c(C)ccc2C)cc1OC	7.4	14.2	-11.2	47.4*	-0.3	-0.1

More entries follow.
SMILES | PREPL inhibitor | TPT1 inh | PP1 counter | EBNA-1 inh | Fh CTSL1 inh | HCV core dimer | PP5 primary | ZTA counter | Efflux pump mplx
Cc1cc(C)cc(-c2nnc(SCc3ccc(C(=O)O)cc3)o2)c1 | 8.5 | 4.7 | 5.5 | -3.7 | -2.6 | -0.4 | 2.5 | 5.5 | 0.5
C=CCn1c(CCNC(=O)c2cccs2)nnc1SCC(=O)c1ccc(Cl)cc1 | 11.5 | -2.2 | 0.1 | -6.0 | -4.1 | -1.9 | 1.7 | -18.1 | 0.1
O=C(c1ccccc1)N1N=C(c2ccccc2)CC1c1ccccc1O (centres undefined) | -10.6 | -2.8 | 3.6 | -0.8 | 0.8 | 6.4 | 5.3 | -2.3 | -0.3
CN(C)c1nc(NCc2ccccc2)nc(N/N=C/c2ccccc2F)n1 | 9.1 | 2.5 | 3.5 | -7.4 | 9.9 | 2.5 | 1.0 | 8.3 | 0.1
CC(C)C(=O)Nc1ccc(C(=O)NNC(=O)c2ccco2)cc1 | 13.3 | -3.1 | -2.2 | 6.5 | 2.1 | -4.4 | 0.1 | -1.8 | -0.5
CCOC(=O)C1=C(C)N(CC(C)C)C(=O)C1 | -1.0 | -0.1 | -2.7 | 5.8 | -0.5 | -0.3 | -0.3 | 10.8 | 0.1
Cc1c(Cc2ccc3c(c2)OCO3)sc(NC(=O)C2CC2)c1C(N)=O | 19.6 | 1.7 | 0.6 | 6.8 | 5.1 | -0.2 | 0.9 | 9.5 | -0.1
Cc1nc2ccccc2c(=O)n1NCc1cc(Br)cs1 | 0.7 | -2.1 | -2.7 | -4.7 | -0.6 | 0.5 | 1.2 | -4.6 | -0.2
CCOC(=O)[C@H]1[C@H]2COc3cc(OC)ccc3[C@@H]2N2C(=O)N(c3cccc(Cl)c3)C(=O)[C@@]12C | -55.2 | 0.5 | -1.5 | -3.1 | 1.2 | 0.7 | 1.0 | 4.7 | 0.1
CCOC(=O)Cc1csc(NC(=O)Nc2cccc(Cl)c2)n1 | 1.6 | 0.9 | -0.4 | 4.0 | -2.0 | -6.7 | 4.0 | -21.2 | -0.2
NC(=O)CC(NC(=O)Cc1ccc(Br)cc1)c1ccc(NCc2ccc(F)cc2)c([N+](=O)[O-])c1 (centres undefined) | -21.0 | 14.4 | 14.9 | 18.9 | -0.5 | 0.5 | -4.0 | -19.1 | 0.1
O=c1[nH]c2ccc(Cl)cc2c(O)c1Cc1ccccc1 | 10.1 | -2.2 | -2.6 | -13.0 | 2.4 | 1.5 | -0.5 | -5.1 | 0.5
COCCN(C(=S)Nc1cccc(C)c1)C(C)c1cccnc1 (centres undefined) | -4.4 | 0.3 | 2.5 | 13.7 | -1.4 | 1.8 | -3.4 | -3.6 | 0.1
CCCCSc1nnc2n(CCc3ccccc3)c(=O)c3c4c(sc3n12)COC(C)(C)C4 | -1.9 | -2.0 | -0.8 | -2.1 | 1.2 | 5.1 | 2.8 | 12.0 | 0.1
Cc1ccc(OCC(=O)NCCNC(=O)c2ccncc2)cc1C | 13.9 | 0.9 | -6.6 | -8.2 | -2.2 | -7.6 | -1.4 | -9.5 | 0.1
O=C(COC(=O)CCSc1ccccc1Cl)Nc1ccc(F)cc1F | -12.7 | 0.1 | 2.5 | -2.2 | -72.2 | -6.6 | 4.8 | 1.0 | -0.1
Cc1cc(C)c(S(=O)(=O)N2CCN(C(=O)N(C)C)CC2)c(C)c1 | -4.7 | -4.5 | -4.5 | 6.5 | -1.6 | 1.3 | -2.4 | 16.1 | -0.3
Cc1ccc(OCc2nnc(SCC(=O)Nc3cccc4ccccc34)n2-c2ccccc2)cc1 | -11.3 | 1.6 | 15.2* | -1.6 | 2.4 | 35.5 | 7.7 | 4.4 | 0.1
O=C1CC(NS(=O)(=O)c2ccccc2F)CN1c1ccc2c(c1)OCCO2 (centres undefined) | -0.8 | -1.3 | -0.2 | 4.5 | 0.2 | 0.6 | 0.7 | -4.1 | -0.1
CSc1ncccc1C(=O)NC1CCCCCC1 | -3.7 | 2.9 | -2.0 | 11.8 | -1.2 | -1.0 | 0.7 | 8.9 | 0.2
O=C(CN1CCN(c2ccccc2)CC1)c1c[nH]c2ccccc12 | 14.6 | -1.1 | -0.8 | -2.7 | 0.7 | -3.6 | -0.7 | -9.2 | 0.1
COc1ccc(CN2CCCC(CNC(=O)c3ccc(F)cc3)C2)c(F)c1 (centres undefined) | 13.0 | -4.5 | -4.2 | -1.6 | 1.4 | -11.9 | 0.7 | -5.5 | -0.3
Cc1nnc(SCC(=O)NCc2ccc(F)cc2)[nH]c1=O | 11.7 | 0.4 | -3.2 | 1.7 | 1.2 | -8.3 | 0.7 | 3.0 | 0.1
O=C(NC1CCCC1)c1c(O)nc2sccn2c1=O | 0.9 | 1.2 | -2.1 | 8.4 | 5.4 | 3.7 | 0.2 | 9.0 | -0.2
CC(C)OCCCn1c(=O)c2ccccc2n2c(CCC(=O)N3CCN(c4ccccn4)CC3)nnc12 | 13.5 | 0.5 | -4.2 | -5.1 | -2.6 | 2.8 | 0.9 | 6.4 | -0.3
O=C(OCc1cnc(Cl)s1)c1cccs1 | 12.9 | 6.5 | -4.0 | -3.1 | 2.0 | -3.9 | -2.8 | 5.3 | 0.0
Cc1nnn(-c2nonc2N)c1C(=O)N/N=C/c1cccc2ccccc12 | -0.4 | 0.7 | 7.2 | -1.2 | 1.6 | 20.8 | 0.1 | 12.0 | -0.1
O=C1c2ccsc2SCCN1Cc1ccccc1 | -8.5 | 0.7 | -6.0 | -6.5 | -4.3 | -3.2 | -1.3 | 1.6 | 0.0
COc1ccc(OC)c(NC(=O)CCNC(=O)c2ccco2)c1 | 4.5 | -0.4 | -1.6 | -5.4 | -3.5 | -0.3 | 1.8 | -8.4 | 0.0
CC(C)(C)c1ccc(CCC2OCC(C[N+]3(C)CCOCC3)O2)cc1 (centres undefined) | 2.6 | -1.1 | -6.4 | -3.2 | 2.6 | -1.1 | 0.8 | -4.2 | 0.1
CCn1nc(C)c(CN2CCC(n3nccc3NC(=O)Cc3ccccc3)CC2)c1C | 1.9 | -2.6 | -1.5 | 8.4 | -0.1 | 13.0 | 1.0 | -0.9 | 0.1
COc1ccc(OC)c(CN2CCCCCC2)c1 | 21.6 | -0.7 | -2.4 | -3.5 | -3.4 | -9.0 | 2.6 | -19.9 | 0.0
CCCOc1ccc(C(CC(=O)O)NC(=O)C23CC4CC(CC(C4)C2)C3)cc1 (centres undefined) | 10.0 | 3.3 | -3.0 | -18.4 | -14.9 | 6.7 | 4.5 | -9.6 | 0.1
Cc1ccc(S(=O)(=O)Nc2c(O)ccc3ccccc23)cc1 | 4.7 | -0.1 | -0.9 | -4.8 | -0.1 | 9.1 | 0.1 | -10.7 | -0.1
Cc1ccc(F)cc1NC(=S)NCCc1ccccc1 | 9.9 | 1.7 | 0.5 | 5.3 | 4.9 | 4.9 | 1.3 | -9.5 | 0.0
O=C(CN1C(=O)COc2ccc(Cl)cc21)Nc1nccs1 | -5.3 | . | -3.6 | . | . | . | -1.9 | -3.7 | -0.1
N#CC12COC3(CCCCC3C1(C#N)C#N)OC2=N (centres undefined) | 20.5 | -20.8 | 0.7 | -2.4 | 1.1 | -5.1 | 2.3 | -9.2 | -0.2
COCCCN1C(=O)c2ccc(C(=O)O)cc2C1=O | -3.4 | 0.5 | 2.1 | -14.4 | -1.1 | -1.7 | 2.8 | 0.4 | -0.2
COc1ccc(CN=Cc2c(C(F)(F)F)[nH][nH]c2=O)cc1 | 0.1 | -5.5 | -2.9 | -4.2 | 1.7 | 3.8 | 1.4 | -20.3 | -0.1
CCc1ccccc1NC(=O)CC1S/C(=N\c2nccs2)N(CC)C1=O (centres undefined) | 5.2 | -0.4 | 1.7 | -3.9 | -0.2 | -10.1 | -0.2 | 5.0 | -0.2
COc1ccc(-c2cc(C(=O)N3CCCCC3)no2)cc1OC | 5.7 | 0.1 | 0.5 | 4.0 | -1.8 | -0.2 | 0.6 | 2.1 | 0.2

Bioassay records (PubChem)
